TAAR1 agonist: agonists of human TAAR1; activation, % at 3 µM; actives 0.99% (n = 360,000); CHO RD-HGA16 TAAR1, Fluo-8 calcium fluorescence; vehicle wells 0%, saturating PEA agonist 100%;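 active means activation above the mean activation of all test compounds in the run plus 3 SD, cut at about 38% in these data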
Target sequence (Q96RJ0 whole entry, looked up): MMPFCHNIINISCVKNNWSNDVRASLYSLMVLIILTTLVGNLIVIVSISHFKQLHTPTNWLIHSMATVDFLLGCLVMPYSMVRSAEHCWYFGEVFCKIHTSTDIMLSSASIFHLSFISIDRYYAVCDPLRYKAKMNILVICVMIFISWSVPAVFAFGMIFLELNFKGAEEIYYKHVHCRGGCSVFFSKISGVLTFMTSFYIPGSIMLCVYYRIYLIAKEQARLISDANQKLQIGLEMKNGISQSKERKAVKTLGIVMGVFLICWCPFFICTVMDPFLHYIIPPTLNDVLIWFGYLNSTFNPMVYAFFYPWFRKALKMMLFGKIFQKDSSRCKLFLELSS
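test system = CHO RD-HGA16 cells carrying human TAAR1 plus Gα16 | schedule = 17-24 h seeding, 75 min 37 °C dye, 30 min RT | compound dosing = 3 µM single concentration | control set = DMSO and PEA EC100 | replicates = n 1 | signal = Fluo-8 fluorescence, 5 s baseline then 140 s kinetic read | measure = percent activation vs PEA EC100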
CHO-K1 Ca PAM: counter-screen for M1 PAMs: effect in parental CHO-K1 cells; actives 0.02% (n = 360,000); ATP EC20, Fluo-8 calcium fluorescence; 0% at ATP EC20, 100% at ATP max; AID 602247; activation, % at 3 µM;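 active means activation above the run cutoff, the mean activation of all test compounds plus 3 SD, cut at about 40% in these data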;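 further: peak over basal fluorescence ratio in a 140 s read after ATP addition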
CHO-K1 Ca ag: M1 agonist counterscreen hit in parental CHO-K1 cells. activation, % at 3 µM. Fluo-8 calcium fluorescence; scaled to maximal ATP response, vehicle zero. actives 0.48% (n = 360,000); in the data active means activation above about 15%;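 further: untransfected CHO-K1 host cells lacking M1 receptor as counterscreen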
OXTR potentiate: human OXTR potentiation; P30559; CHO-OTR cells, Fluo-8 calcium fluorescence, potentiator mode; 0% = oxytocin EC15, 100% = EC100; activation, % at 3 µM; actives 0.061% (n = 320,000);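 active means activation above that plate's cutoff, the mean activation of tested compounds plus 3 SD, cut at about 6.6% in these data, passing the limit was not always enough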;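 further: 100% uses oxytocin at 75 nM as the full agonist control; some results filed as inactive read as strong as hits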
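test system = CHO-OTR cells, human receptor | compound = single-point 3.0 µM | schedule = 6 min compound pre-incubation at room temperature, 100 s kinetic read | signal = Fluo-8 no-wash calcium dye fluorescence, excitation 470-495 nm, emission 515-575 nm | repeats = single well per compound, singlicate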
TAAR1 antagonist: human TAAR1 antagonism | Q96RJ0 | CHO RD-HGA16 TAAR1, Fluo-8 calcium fluorescence, antagonist | inhibition, % at 3 µM | actives 1.5% (n = 360,000) | AID 624466;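 active means inhibition above a per-plate cutoff, the mean inhibition of test compounds on that plate plus 3 SD, cut at about 49% in these data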;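 further: 0% = DMSO plus EC80 beta-PEA response and 100% = DMSO alone without agonist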
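Test system: RD-HGA16 CHO cells with stable hTAAR1 and Gα16 / Probe or stimulus: EC80 β-phenethylamine stimulus / Times: seeding 17-24 h prior, 75-min 37 °C, 30-min RT dye loading / Detection: Fluo-8 calcium-sensitive fluorescence / Read-out basis: % inhibition scaled between DMSO and EC80 PEA controls / Repeats: singlicate, one well per test compound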
CHO parental Ca: signal in parental CHO cells, OX1R antagonist counter-screen | parental CHO-K1, ATP-induced calcium, Fluo-8 fluorescence | inhibition, % at 5.6 µM | actives 0.63% (n = 330,000);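 active means inhibition above that plate's mean sample inhibition plus 3 SD, cut at about 26% in these data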;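 further: 0% = ATP-challenged DMSO wells and 100% = DMSO wells without ATP; some compounds past the cut are filed as inactive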
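Assay system: parental CHO cells; Read-out basis: percent inhibition of ATP-evoked calcium rise, normalized to controls; Benchmarks: ATP and no-ATP DMSO wells; Compound dosing: single nominal dose of 5.6 µM per compound; Signal: Fluo-8 calcium dye fluorescence; Also added: ATP as calcium-mobilizing challenge; Repeats: singlicate.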
M1 ag: activates human CHRM1 receptor | actives 0.33% (n = 360,000) | P11229 | activation, % at 3 µM | CHO-K1 hM1, Fluo-8 calcium fluorescence, agonist mode; 0% DMSO, 100% acetylcholine EC100;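 active means activation above the run's mean compound activation plus 3 SD, cut at about 16% in these data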;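 further: peak over basal fluorescence ratio within a 140 s kinetic read after compound addition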
V1R ag counter: activates human V1a receptor in oxytocin agonist counter-screen; activation, % at 3 µM; actives 0.25% (n = 320,000); CHO-V1R cells, Fluo-8 calcium fluorescence, agonist mode; 0% DMSO, 100% 3 nM vasopressin; AID 2797; P37288;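 active means activation above the mean activation of all tested compounds plus 3 SD, per screening run, cut at about 20% in these data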;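 further: signal is peak over basal fluorescence ratio across a 100 second FLIPR read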
Target sequence (P37288 whole entry, looked up): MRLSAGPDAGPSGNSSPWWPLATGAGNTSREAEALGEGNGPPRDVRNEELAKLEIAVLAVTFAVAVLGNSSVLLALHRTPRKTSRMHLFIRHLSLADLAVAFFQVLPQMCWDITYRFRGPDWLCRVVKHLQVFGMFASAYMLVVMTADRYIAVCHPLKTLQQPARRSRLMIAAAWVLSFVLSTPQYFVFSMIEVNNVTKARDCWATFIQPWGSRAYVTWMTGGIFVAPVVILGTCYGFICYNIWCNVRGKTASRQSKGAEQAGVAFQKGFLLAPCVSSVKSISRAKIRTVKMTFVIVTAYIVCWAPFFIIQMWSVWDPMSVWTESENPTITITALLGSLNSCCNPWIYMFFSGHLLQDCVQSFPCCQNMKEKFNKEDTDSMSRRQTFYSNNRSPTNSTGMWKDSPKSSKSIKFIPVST
CHO-K1 Ca antag: M1 antagonist counterscreen hit in parental CHO-K1 cells; ATP-induced calcium, Fluo-8 fluorescence; AID 602250; inhibition, % at 3 µM; actives 0.6% (n = 360,000);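 active means inhibition above a per-plate cutoff, the plate's mean sample inhibition plus 3 SD, cut at about 24% in these data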;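 further: 0% = DMSO plus EC80 ATP and 100% = DMSO alone without ATP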
Active calls of the source: *; nt = no result given.

canonical_smiles | TAAR1 agonist | CHO-K1 Ca PAM | CHO-K1 Ca ag | OXTR potentiate | TAAR1 antagonist | CHO parental Ca | M1 ag | V1R ag counter | CHO-K1 Ca antag
COc1ccccc1S(=O)(=O)N(C)C[C@H]1OCc2cn(nn2)CCCC(=O)N([C@@H](C)CO)C[C@@H]1C | 0.1 | 5.1 | -0.2 | nt | -6.0 | nt | -2.8 | nt | 3.5
Nc1ccccc1C#Cc1ccc2[nH]ccc2c1 | 4.3 | 9.1 | 0.8 | -7.3 | -0.2 | 2.1 | -2.4 | 1.7 | -14.6
CCOc1ccc(S(=O)(=O)Nc2ccc(OC)nc2)cc1 | 8.9 | -3.1 | 9.7 | -9.8 | 4.0 | -11.5 | 1.8 | 8.3 | 0.0
CC1=CC(=O)C(C(C)C)=C/C1=N/OS(=O)(=O)c1ccccc1 | 19.9 | -19.6 | 20.2* | -18.1 | 43.3 | 71.5* | 4.8 | 11.5 | 50.2*
N#C/C(=C\c1ccc(O)c(O)c1)C(=O)NCCc1ccccc1 | 21.4 | 26.4 | 7.2 | -11.2 | 28.0 | 8.7 | 4.8 | 3.6 | -4.9
Cc1cc(NC(=O)c2ccc(Cn3nc(C)c(Br)c3C)o2)no1 | 2.4 | 19.9 | 1.1 | -2.1 | 9.3 | -27.1 | -5.4 | 1.6 | -11.2
Cc1cc(-c2nnc(CCC(=O)N(C)C(C)c3cccs3)o2)no1 (configuration not stated) | 0.2 | -1.4 | 0.0 | -1.4 | -4.4 | -4.7 | -3.2 | -0.2 | -8.1
CC1(C)C(=O)Nc2ccccc2N1C(=O)CN1C(=O)C(=O)N(C2CCCC2)C1=O | 1.1 | 22.7 | 0.1 | -5.4 | 2.8 | -7.8 | -8.8 | -0.3 | -12.2
O=C(/C=C/c1cccs1)Nc1ccncc1 | 3.7 | 17.3 | 0.1 | 12.5* | -7.4 | -7.7 | -6.7 | -1.4 | -3.1
CC(=O)N1CCC(N(C(=O)Nc2ccc(F)cc2)C2CCCC2)CC1 | 5.4 | 4.9 | 0.0 | -2.3 | -16.6 | 0.1 | -0.4 | 1.1 | -2.6
CCN(C[C@H]1N[C@@](Cc2ccccc2)(C(=O)OC)[C@H]2C(=O)N(Cc3ccccc3)C(=O)[C@@H]12)S(=O)(=O)c1ccc(OC(F)(F)F)cc1 | 0.8 | 12.9 | 0.7 | -7.8 | 5.5 | -12.6 | -1.3 | 1.4 | -6.8
CC1CC(=O)N(CC(=O)Nc2ccccc2F)c2ccccc2S1(=O)=O (configuration not stated) | 0.0 | -23.2 | 0.1 | -4.0 | 14.1 | -10.0 | -2.8 | -0.9 | 7.8
O=C(N/N=C/c1ccccn1)c1cc(-c2ccncc2)nc2ccccc12 | 4.1 | 15.7 | 1.3 | -8.2 | 6.2 | -18.8 | -3.9 | 0.0 | 1.7
COc1ccc(C)cc1NC(=O)CN1CCN(c2ccccn2)CC1 | 1.3 | -8.3 | 0.5 | -2.6 | -8.6 | -15.1 | -5.5 | 1.4 | -5.6
CCn1c(C)nc2cc(C(=O)N/N=C/c3ccc(OC)cc3)ccc21 | 12.3 | 9.2 | -0.3 | -3.3 | -4.6 | -4.9 | -4.5 | 1.8 | 7.1
COc1ccc2c(c1)CCCC21NC(=O)N(CC(N)=O)C1=O (configuration not stated) | 10.0 | -3.5 | -0.2 | -4.4 | -3.4 | -10.3 | -1.4 | 0.7 | -5.2
O=C(Nc1ccnn1C1CCN(C(=O)c2cccc(Cl)c2)CC1)C1CCOC1 (configuration not stated) | 2.0 | -1.4 | 0.7 | 0.6 | -33.9 | -0.9 | -2.2 | -0.4 | 0.7
CN(C)S(=O)(=O)c1cccc(NC(=O)c2ccncc2)c1 | 2.7 | 17.9 | 2.6 | -0.8 | -16.6 | -11.0 | -8.2 | 3.9 | -2.5
O=C(CC1C(=O)NCCN1Cc1ccc(-c2ccccc2)cc1)NCCCn1ccnc1 (configuration not stated) | 0.2 | 11.0 | 0.5 | -1.1 | -7.2 | 9.8 | -4.1 | 0.5 | -12.4
C=CCn1c(Cn2nnc3ccccc32)nnc1SCC(=O)N/N=C/c1cc(Br)cc(OC)c1O | nt | -1.6 | -0.5 | -8.7 | nt | -28.0 | -6.3 | -0.1 | 15.4
NC(N)=NC(=S)Nc1ccc(Cl)cc1 | 1.8 | -2.2 | 4.4 | nt | 21.7 | nt | -0.3 | nt | -3.7
COc1ccc(OC)c(NC(=O)CSc2nc(-c3ccccc3)cc(=O)[nH]2)c1 | 9.8 | 17.0 | 0.8 | -15.9 | -16.2 | -3.7 | 1.2 | 0.0 | -6.5
COc1ccc(NC(=O)CC2SC(=Nc3ccccc3)NC2=O)cc1 (configuration not stated) | 18.6 | 4.8 | 0.8 | -15.9 | 5.5 | -9.4 | -2.4 | 2.4 | -7.3
CCn1nnnc1SCC(=O)c1ccc2c(c1)OCCO2 | -1.5 | 12.9 | 0.0 | -9.1 | 0.6 | -12.1 | -4.9 | 1.3 | -0.3
CC(C)Oc1ccc(C(CC(=O)O)NC(=O)C2CCCCC2)cc1 (configuration not stated) | 7.7 | 17.5 | 5.3 | -10.8 | 5.6 | 6.0 | -3.0 | 0.9 | -4.0
CCc1ccc(CNC(=O)C2CCCN(S(=O)(=O)N(CC)c3ccccc3)C2)cc1 (configuration not stated) | -2.8 | 28.7 | 5.6 | -6.4 | 2.1 | -20.0 | -1.7 | 3.1 | -15.2
N/C(=N\c1nc(CSc2ccc(Cl)cc2)cc(=O)[nH]1)Nc1ccccc1C(F)(F)F | 10.2 | 12.9 | 3.6 | -2.2 | -4.8 | -10.9 | -0.2 | 11.4 | -6.8
Cc1ccc(Nc2nc(NCC3CC3)nc3ccsc23)c(C)c1 | 2.1 | 17.1 | 6.4 | nt | -1.1 | nt | -2.8 | nt | -5.3
O=C(NCCN1CCC(n2c(=O)[nH]c3ccccc32)CC1)c1ccc(C(F)(F)F)cc1C(F)(F)F | 3.3 | 5.3 | 9.8 | nt | 13.2 | nt | nt | nt | -0.1
CC(C)CNC(=O)CSc1nnc(-c2ccc(Cl)cc2)n1N | 1.3 | 17.9 | -0.2 | 3.2 | -6.2 | -3.8 | -2.8 | 0.5 | -12.0
Cc1ccccc1C(=O)N1c2ccccc2OCC1C(C)(C)C (configuration not stated) | 12.5 | 1.4 | -1.2 | -15.8 | 15.5 | -20.1 | -2.4 | -0.5 | -0.6
Cc1ccc(C(=O)C2CCN(CC(=O)Nc3ccc4c(c3)OCCO4)CC2)cc1 | 2.0 | -7.2 | -0.8 | -3.3 | 5.9 | -13.9 | -7.8 | 0.5 | -4.1
Cc1ccccc1-c1cnc2c(c1)C(=O)N([C@H](C)CO)C[C@@H](C)[C@H](CN(C)C(=O)c1ccncc1)O2 | 0.3 | 18.4 | 0.5 | nt | -0.9 | nt | -3.8 | nt | -9.1
CC(C)CCN1C(=O)c2ccccc2C1C(=O)NCc1cccnc1 (configuration not stated) | 3.1 | 3.6 | 0.2 | -3.2 | -4.2 | -12.3 | -1.6 | 0.5 | -9.8
Cc1ccc(/C=C2\Oc3cc(OCC(=O)NN)ccc3C2=O)o1 | 1.8 | 3.7 | 0.4 | nt | 7.3 | nt | -4.0 | nt | -0.1
CC(=O)N1CCN(S(=O)(=O)c2c(C)n(C)c(=O)n(C)c2=O)CC1 | 0.1 | 7.1 | 1.1 | -1.7 | -0.3 | 7.3 | -1.1 | 0.3 | -7.3

Complete entries, quoted from the list. Order of values: TAAR1 agonist | CHO-K1 Ca PAM | CHO-K1 Ca ag | OXTR potentiate | TAAR1 antagonist | CHO parental Ca | M1 ag | V1R ag counter | CHO-K1 Ca antag
Cc1ccccc1-c1cnc2c(c1)C(=O)N([C@H](C)CO)C[C@@H](C)[C@H](CN(C)C(=O)c1ccncc1)O2 as listed: 0.3 | 18.4 | 0.5 | nt | -0.9 | nt | -3.8 | nt | -9.1
Cc1ccc(/C=C2\Oc3cc(OCC(=O)NN)ccc3C2=O)o1 as listed: 1.8 | 3.7 | 0.4 | nt | 7.3 | nt | -4.0 | nt | -0.1

(next part)
canonical_smiles | TAAR1 agonist | CHO-K1 Ca PAM | CHO-K1 Ca ag | OXTR potentiate | TAAR1 antagonist | CHO parental Ca | M1 ag | V1R ag counter | CHO-K1 Ca antag
OCCCc1nc2ccccc2n1Cc1ccccc1 | 9.6 | -3.1 | 0.9 | nt | -9.1 | nt | -8.4 | nt | -10.8
c1csc(-c2nc(NCC3CCCO3)c3ccccc3n2)c1 (configuration not stated) | 1.9 | 0.5 | 1.6 | 1.4 | 23.8 | -24.0 | -3.9 | 1.0 | -1.3
O=C(COc1ccccc1)NNC(=S)NC(=O)c1ccccc1 | 19.0 | 8.2 | 0.1 | 1.0 | -16.9 | 4.8 | -2.1 | 0.4 | -9.4
COc1ccc(C(=O)NC(C)CCc2ccccc2)c(OC)c1 (configuration not stated) | -2.6 | 11.4 | 1.6 | -10.8 | -22.5 | -37.6 | -3.3 | -0.9 | -17.9
CCC(=O)Nc1nnc(-c2ccccn2)o1 | 1.2 | 20.7 | 1.1 | -11.0 | 1.0 | 0.5 | -3.8 | 0.0 | -3.6
CCC(=O)Nc1cc2nn(-c3ccc(C)cc3)nc2cc1C | 0.3 | 7.2 | -0.1 | -9.2 | 7.7 | 0.2 | -0.6 | 0.4 | -9.5
CCOc1ccc(NC(=O)CC(c2ccccc2)c2ccc(F)cc2)cc1 (configuration not stated) | 0.8 | 5.1 | 3.5 | -9.2 | 12.1 | -13.9 | -7.3 | 2.2 | -3.9
Cc1ccc(S(=O)(=O)Nc2nc3ccccc3s2)cc1[N+](=O)[O-] | 1.7 | 9.2 | 3.8 | -7.9 | 19.6 | -9.6 | -1.5 | 4.2 | -14.7
COc1ccc(S(=O)(=O)NNC(=O)C(=O)NNc2ccccn2)cc1 | 4.8 | 19.8 | 0.0 | 3.3 | -1.5 | -9.8 | -1.2 | -1.0 | -15.3
O=C(Nc1cc(-c2ccccc2)nn1-c1c(Cl)cccc1Cl)c1ccc(F)cc1 | 1.9 | -11.4 | -1.2 | 0.2 | -9.9 | -22.8 | 0.3 | 0.0 | -6.3
O=C(CN1CCN(C(=O)c2cncn2-c2ccccc2)CC1)Nc1ccccc1Cl | -1.8 | -5.0 | 0.6 | -7.9 | 0.3 | -9.7 | -2.3 | 0.8 | -10.6
Cc1nc2ccc(NC(=O)c3ccc(F)c(S(=O)(=O)N4CCOCC4)c3)cc2s1 | 9.5 | 11.4 | 0.1 | -14.3 | 14.8 | -11.4 | -1.2 | 3.6 | -9.0

Source: PubChem
